Screening results as filed in PubChem BioAssay.
ERa coact inh – ERα–SRC-1 coactivator interaction inhibitors, primary screen, biochemical, TR-FRET, ERα LBD, estradiol-bound | Estrogen receptor (Homo sapiens), P03372 | TR-FRET ER-alpha LBD / SRC-1 peptide | inhibition, % at 25.6 µM | 86,000 tested, 1.7% active | AID 629, 2007; in the data active = inhibition above about 50%;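 also: 0% = receptor plus peptide control and 100% = peptide only without receptor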
Target sequence (P03372 whole entry, looked up, the tested form may be a part): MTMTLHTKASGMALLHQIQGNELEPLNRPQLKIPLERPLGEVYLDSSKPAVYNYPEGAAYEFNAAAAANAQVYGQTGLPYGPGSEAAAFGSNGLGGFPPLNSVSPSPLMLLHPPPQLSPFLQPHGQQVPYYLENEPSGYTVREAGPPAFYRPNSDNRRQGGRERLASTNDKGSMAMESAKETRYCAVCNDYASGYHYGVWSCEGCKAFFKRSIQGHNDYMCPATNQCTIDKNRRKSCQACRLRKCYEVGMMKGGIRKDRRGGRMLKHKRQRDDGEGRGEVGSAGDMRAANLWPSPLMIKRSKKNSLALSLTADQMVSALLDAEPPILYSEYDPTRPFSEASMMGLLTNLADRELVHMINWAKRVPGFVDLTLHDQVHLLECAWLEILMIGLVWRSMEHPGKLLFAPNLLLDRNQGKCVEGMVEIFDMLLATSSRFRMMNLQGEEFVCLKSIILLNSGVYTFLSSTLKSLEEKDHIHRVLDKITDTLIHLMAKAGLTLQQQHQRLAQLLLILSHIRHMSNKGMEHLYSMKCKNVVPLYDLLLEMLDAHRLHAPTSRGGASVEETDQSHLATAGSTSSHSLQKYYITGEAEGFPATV
Fibroblast inh – antiproliferative effect on LL 47 fibroblasts – human, LL 47 cells, CellTiter-Glo luminescence, primary screen | 85,000 tested, 1.1% active | LL 47 human lung fibroblast viability, ATP luminescence; active compounds read low | viability, % at 10 µM;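 active = viability at or below 50% in the single dose screen; inactive = viability above 50%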;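 also: compound exposure lasted 72 h before the ATP readout; 100% = median luminescence of untreated cell-only wells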
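Times – overnight cell rest, 72 h compound treatment at 37 °C · Test system – human lung fibroblast line LL 47, low passage · Amount – 1,150 cells in each well · Controls – cell-only wells, no compound · Doses – 0.1% DMSO in all compound wells · Measured by – CellTiter-Glo luminescence · Buffer or medium – IMEM plus 15% FBS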
Mac1 fbg enh – enhancers of CD11b/CD18 adhesion to fibrinogen, primary screen, K562 cells, luminescence | Integrin beta-2 (Homo sapiens) + Integrin alpha-M (Homo sapiens), P05107+P11215 | ATPlite luminescence | activation, % at 10 µM | 93,000 tested, 0.07% active;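 active = 10 µM primary screen giving 50% or more activity, confirmed by 40% or more on retest at that dose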; also: strong numbers were not always called active
H69AR growth 86K – proliferation blockers of H69AR lung cancer cells, primary screen, cell-based, human, 86K library; H69AR lung tumor viability, ATP luminescence, 72 h; active compounds read low; viability, % at 10 µM; 85,000 tested, 6% active;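 active = viability at or below 40%; inactive = viability above 40%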;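 also: multidrug resistant small cell line overexpressing MRP-1 efflux transporter; 100% = mean luminescence of untreated control wells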
Smad3 inh – Smad3/FoxH1 peptide binding inhibitors, primary screen, biochemical, TR-FRET. TR-FRET Smad3/Dy647-FoxH1 peptide binding, europium anti-His. 88,000 tested, 0.29% active. Mothers against decapentaplegic homolog 3 (Homo sapiens), P84022. inhibition, % at 25 µM;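 active = compounds that reduce the energy-transfer binding signal between the protein and its labelled peptide by more than half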;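 also: 0% = Smad3 plus labelled peptide maximal FRET and 100% = peptide-only background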
Target sequence (P84022 whole entry, looked up): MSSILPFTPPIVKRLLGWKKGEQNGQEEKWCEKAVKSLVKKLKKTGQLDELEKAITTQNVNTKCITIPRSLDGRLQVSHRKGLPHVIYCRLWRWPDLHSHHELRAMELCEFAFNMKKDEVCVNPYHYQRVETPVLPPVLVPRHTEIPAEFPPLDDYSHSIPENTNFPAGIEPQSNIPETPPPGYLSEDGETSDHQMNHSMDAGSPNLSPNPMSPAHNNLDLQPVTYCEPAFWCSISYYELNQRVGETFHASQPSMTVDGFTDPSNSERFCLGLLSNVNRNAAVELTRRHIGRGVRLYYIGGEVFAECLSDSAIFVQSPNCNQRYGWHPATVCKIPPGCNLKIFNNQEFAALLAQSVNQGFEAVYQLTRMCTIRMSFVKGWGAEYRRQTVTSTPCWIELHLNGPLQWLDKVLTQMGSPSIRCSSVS
ERb SRC1 inh – inhibitors of ERβ-SRC1 coactivator interaction, primary screen, biochemical, TR-FRET, ERβ LBD, SRC-1 peptide; Estrogen receptor beta (Homo sapiens), Q92731; TR-FRET ER-beta LBD / SRC1-Cy5 peptide binding; receptor agonist-loaded with 1 µM estradiol; inhibition, % at 25.6 µM; 86,000 tested, 1.3% active; AID 633, 2007;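 active = compounds whose percent inhibition of the receptor-coactivator binding signal exceeds about 50% in the single-dose screen, limit read from the data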;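 also: 0% = receptor plus peptide wells without compound and 100% = peptide-only wells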
HUVEC prolif 384 – inhibitors of HUVEC proliferation, primary screen, cell-based, 384-well; CellTiter-Glo luminescence, 72 h; active compounds read low; viability, % at 10 µM (by protocol); 86,000 tested, 1.1% active;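 active = viability at or below 30%; inactive = viability above 30%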;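 also: 100% = median luminescence of DMSO-only cell control wells on each plate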
MT1-MMP txn act – MT1-MMP promoter reporter activation – cell-based, luciferase luminescence, primary screen. HT1080 MT1-MMP promoter luciferase reporter, overnight; active compounds read high. activation factor at 10 µM. 86,000 tested, 0.16% active. AID 750, 2007;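 active = activation factor of at least 2 for MT1-MMP transcription at 10 µM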
ERa SRC1 pot – enhancers of ERα–SRC-1 coactivator binding, primary screen, biochemical, TR-FRET, ERα LBD, low estradiol | Estrogen receptor (Homo sapiens), P03372 | TR-FRET ERalpha-LBD/SRC-Cy5 coactivator binding, 2 h; 100 = basal binding, no effect | coactivator binding (% of control), % at 25.6 µM | 86,000 tested, 1.3% active; in the data active = activity above about 200%;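 also: binding measured in presence of low estradiol as agonist stimulus; 0% = peptide alone without receptor and 100% = receptor with peptide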
* hit, by the source's call; nt = not tested or not shown; [ ] = remark or other dose. Only part of the results is shown; count on the stated rates, not on these rows.

SMILES	ERa coact inh	Fibroblast inh	Mac1 fbg enh	H69AR growth 86K	Smad3 inh	ERb SRC1 inh	HUVEC prolif 384	MT1-MMP txn act	ERa SRC1 pot
CN(C)C(=O)N1CCCC(C(=O)NCc2ccc(F)cc2Cl)C1 (centres undefined)	0[fluorescence artefact?]	98	-3	91	5	-1	98	1	123
CC(C)CC(=O)Nc1ccc(Nc2ccccc2)cc1	-12[fluorescence artefact?]	92	nt	89	4	10	85	1.2	102[fluorescence artefact?]
O=C(Cn1cnc2ccccc2c1=O)NC1CCCc2ccccc21 (centres undefined)	0	93	4	86	12	1	95	1.7	113
COc1ccc(N/N=C2/CCCCC2=O)cc1	-8	124	-5	93	-1	-3	32	1.7	113[fluorescence artefact?]
Cc1cc(C)c(C#N)c(SCc2cc3c(cc2Cl)OCO3)n1	56*[fluorescence artefact?]	93	nt	95	-4	58*[fluorescence artefact?]	112	1.2	189[fluorescence artefact?]
CCNC(=O)NC1(C(=O)Nc2ccc3c(c2)CCC3)CCCCC1	-3	96	nt	102	15[fluorescence artefact?]	-2	105	1	123
Cc1cc(C)cc(NC(=O)c2ccc(CNc3c(N4CCOCC4)c(=O)c3=O)cc2)c1	5	97	7	91	1	4	99	nt	83[fluorescence artefact?]
O=C(NCCCc1ccccc1)C1CCN(c2nnc(-n3cccc3)s2)CC1	5	98	-3	96	-4	9[fluorescence artefact?]	101	1.1	95
C=CCn1c(=O)c2ccccc2n2c(SCc3c(C(=O)OCC)oc4ccccc34)nnc12	-2	99	-3	77	-1	-6	97	1.2	100
CC(C)(C)c1ccc(NC(=O)CC2(C(F)(F)F)OCCO2)cc1	7	108	5	95	-9	10	102	1.5	88
CCOC(=O)c1ccccc1NC(=O)CN(c1ccccc1)S(=O)(=O)N(C)C	20	98	9	38*	12[fluorescence artefact?]	23	81	1.3	99
Cc1nc2sc(-c3ccccc3)cc2c(=O)n1-n1cccc1	8[fluorescence artefact?]	114	109	95	6	21	108	1.5	96
CC1=C(C(=O)OCc2ccccc2)C(c2ccccn2)c2c(n(C)c(=O)n(C)c2=O)N1 (centres undefined)	1	95	-2	95	8	-1	94	1.4	105
Cc1c(NC(=O)COc2ncnc3c(Cl)cc(Cl)cc23)c(=O)n(-c2ccccc2)n1C	-6	100	1	96	8	-3[fluorescence artefact?]	98	1.2	127
O=C(CCCCn1c(=O)[nH]c2ccccc2c1=O)N1CCN(c2ncccn2)CC1	-9	91	nt	85	-2	-6	96	1.1	108
CCc1nnc(NC(=O)CCC(=O)N2CCN(CCOc3ccc(C)cc3)CC2)s1	-3	94	-4	110	-6	-4	101	1.2	106[fluorescence artefact?]
Cn1cnnc1SCC(=O)Nc1sccc1C#N	28	104	-1	97	5	19	91	1.2	74
Cc1ccc(C(=O)Nc2nc3nc(-c4ccccc4)cc(=O)n3[nH]2)cc1	3	106	-1	93	-22	-1	95	1	97
CC(C)N1CC2=C(OC(N)=C(C#N)C2c2cccnc2)/C(=C/c2cccnc2)C1 (centres undefined)	-1	93	0	48	2	0	102	1.2	97
N#Cc1nc(-c2ccccc2F)oc1NCc1cccc2c1OCO2	-7	101	1	88	11	-14	110	1.1	111

Reformatted with values under each structure: entries from further up.
Results follow in this order: ERa coact inh	Fibroblast inh	Mac1 fbg enh	H69AR growth 86K	Smad3 inh	ERb SRC1 inh	HUVEC prolif 384	MT1-MMP txn act	ERa SRC1 pot
CN(C)C(=O)N1CCCC(C(=O)NCc2ccc(F)cc2Cl)C1 (centres undefined)
→ 0[fluorescence artefact?]	98	-3	91	5	-1	98	1	123
CC(C)CC(=O)Nc1ccc(Nc2ccccc2)cc1
→ -12[fluorescence artefact?]	92	nt	89	4	10	85	1.2	102[fluorescence artefact?]
O=C(Cn1cnc2ccccc2c1=O)NC1CCCc2ccccc21 (centres undefined)
→ 0	93	4	86	12	1	95	1.7	113
COc1ccc(N/N=C2/CCCCC2=O)cc1
→ -8	124	-5	93	-1	-3	32	1.7	113[fluorescence artefact?]
Cc1cc(C)c(C#N)c(SCc2cc3c(cc2Cl)OCO3)n1
→ 56*[fluorescence artefact?]	93	nt	95	-4	58*[fluorescence artefact?]	112	1.2	189[fluorescence artefact?]
CCNC(=O)NC1(C(=O)Nc2ccc3c(c2)CCC3)CCCCC1
→ -3	96	nt	102	15[fluorescence artefact?]	-2	105	1	123
Cc1cc(C)cc(NC(=O)c2ccc(CNc3c(N4CCOCC4)c(=O)c3=O)cc2)c1
→ 5	97	7	91	1	4	99	nt	83[fluorescence artefact?]
O=C(NCCCc1ccccc1)C1CCN(c2nnc(-n3cccc3)s2)CC1
→ 5	98	-3	96	-4	9[fluorescence artefact?]	101	1.1	95
C=CCn1c(=O)c2ccccc2n2c(SCc3c(C(=O)OCC)oc4ccccc34)nnc12
→ -2	99	-3	77	-1	-6	97	1.2	100
CC(C)(C)c1ccc(NC(=O)CC2(C(F)(F)F)OCCO2)cc1
→ 7	108	5	95	-9	10	102	1.5	88
CCOC(=O)c1ccccc1NC(=O)CN(c1ccccc1)S(=O)(=O)N(C)C
→ 20	98	9	38*	12[fluorescence artefact?]	23	81	1.3	99
Cc1nc2sc(-c3ccccc3)cc2c(=O)n1-n1cccc1
→ 8[fluorescence artefact?]	114	109	95	6	21	108	1.5	96

Further compounds follow.
SMILES	ERa coact inh	Fibroblast inh	Mac1 fbg enh	H69AR growth 86K	Smad3 inh	ERb SRC1 inh	HUVEC prolif 384	MT1-MMP txn act	ERa SRC1 pot
O=S(=O)(c1ccccc1)N1CCC(N2CCCCCC2)CC1	-4	107	nt	90	-1	-10	105	1.1	97
Cn1c(=O)c2c(nc(Br)n2CC(=O)c2cccs2)n(C)c1=O	-6	92	-4	93	0	-7	98	1	101
O=C(O)C1C2C=CC3(CN(C/C=C/c4ccccc4)C(=O)C13)O2 (centres undefined)	7	104	-4	100	6	2	105	1.1	86
CCN(CC)c1ccc(C2NC(=O)NC(C)=C2C(=O)Nc2ccccc2)cc1 (centres undefined)	-3	103	2	77	-4	-12	88	1.1	102
Cc1cc(C)nc(SCC(=O)Nn2cnnc2)n1	-2[fluorescence artefact?]	97	4	94	4	-6	97	1.1	136
COc1cc(SC)ccc1C(=O)Nc1ccc2c(c1)OCCO2	7	85	0	65	-7	-3	64	nt	105
O=C(O)c1cccc(NC(=O)c2cccc(S(=O)(=O)N3CCCCC3)c2)c1	-7	108	-2	106	-3	0	99	0.8	104
CCNCc1cc(Br)c(OCC(=O)Nc2ccccc2)c(OC)c1	6	89	nt	81	14[fluorescence artefact?]	0	77	1	115
CCN(CC)S(=O)(=O)c1ccc(C(=O)Nc2cc(C)cc(C)c2)cc1	-6	103	nt	92	-3	-9	66	1	107
CCCCNC(=O)c1cc(-c2ccc(OC)cc2)on1	1	99	13	107	5	-10	102	nt	120
O=C(c1ccco1)N1CCN(C(c2ccccc2)c2nnnn2Cc2cccs2)CC1 (centres undefined)	4	98	-1	73	4	0	97	1.1	111
CCCN1C(=O)C2(/C(=C(\O)c3ccc4c(c3)OCCO4)C(=O)C(=O)N2CCCOC)c2ccccc21 (centres undefined)	-3	86	nt	94	1	3	94	1.3	104
CCOC(=O)c1sc2ccc(S(=O)(=O)N3CCOCC3)cc2c1N	4	100	-7	77	16	-1[fluorescence artefact?]	107	0.9	98
Nc1nc(SCc2ccc3c(c2)OCCO3)n[nH]1	-6	94	8	96	14	-17	88	1.2	116
COc1cc2cc(C)c(SCC(=O)N3CCOCC3)nc2cc1OC	-8[fluorescence artefact?]	103	0	100	9	-3	105	1.2	119[fluorescence artefact?]
Cc1ccccc1-c1noc(CCC(=O)NCC2CCCO2)n1 (centres undefined)	-3	99	-2	77	-6	-8	89	1.1	97
COc1ccc(C2C(C(=O)NCc3cccnc3)c3ccccc3C(=O)N2C)cc1OC (centres undefined)	4[fluorescence artefact?]	102	-1	98	3	-2[fluorescence artefact?]	94	1	108
CC(CN1CCOCC1)OC(=O)C(c1ccccc1)c1ccccc1 (centres undefined)	-8	96	nt	86	4	-8	92	1.1	119
CCCc1cc(=O)[nH]c(SCc2cc(Cl)ccc2OC(F)F)n1	10	99	nt	87	-1	-2[fluorescence artefact?]	101	1.1	71
O=C(OC1CCOC1=O)c1cc(-c2ccc(Br)cc2)nc2ccccc12 (centres undefined)	-5	102	4	91	8	15	98	1	104
Cc1ccc(OCC(O)CNS(=O)(=O)c2ccccc2C(=O)N2CCCCC2)cc1 (centres undefined)	-10	97	1	84	10	-11	100	1.2	106
COc1ccc(-c2nc3ccccc3n2Cc2ccc(C)cc2)cc1	8	94	1	102	3	11	111	1.3	84
COc1cc(-c2nn3c(-c4cccnc4)nnc3s2)cc(OC)c1OC	6	105	-5	77	6	-2[fluorescence artefact?]	82	1	124
CCCC1C2CN(C(C)=O)CC=C2C(C#N)=C(N)C1(C#N)C#N (centres undefined)	-2[fluorescence artefact?]	98	-5	74	-16	-4[fluorescence artefact?]	104	1.3	111[fluorescence artefact?]
CSc1nc(N)nc(SCC(=O)C(C)(C)C)c1C#N	-7	92	-3	68	1	-6	82	1.3	101
c1ccc(-c2n[nH]c3ccccc23)cc1	-8	105	-4	105	9	-18	105	1.1	93
CC(=O)NCCOc1ccc(C(=O)O)cc1	1[fluorescence artefact?]	100	-6	94	0	-1[fluorescence artefact?]	91	1.1	143
CCCc1nc(-c2ccccc2O)n(-c2ccccc2)n1	5	90	-7	75	-8	-2	106	1.2	85
COc1cc2c(cc1OC)C(C(=O)O)C(c1ccc(C)o1)N(C)C2=O (centres undefined)	-5	98	-6	102	0	-13	94	1.1	107[fluorescence artefact?]
CCC(=O)N1c2ccc(S(=O)(=O)CCC(=O)N3CCN(c4ccccc4)CC3)cc2CC1C (centres undefined)	-7	102	nt	98	4	-5	115	1.1	114
Cc1cccc(S(=O)(=O)N(CC(=O)Nc2ccccc2C)Cc2ccco2)c1	-2	96	1	96	5	-7	99	1	97
Nc1nc(-c2ccco2)nn1C(=O)c1ccc(Cl)cc1	3[fluorescence artefact?]	99	nt	96	2	-14	101	1.1	131
Nc1nc(N)c2sc3nc(C(F)(F)F)cc(C(F)(F)F)c3c2n1	-2	85	nt	56	-10	8	61	1	85
CC1CCCC(C)N1C(=O)CSc1nc2ncnc(N)c2[nH]1 (centres undefined)	-4	103	-1	76	-4	-9	84	1.2	105

Structures above that contain a CF3 group (2):
SMILES	ERa coact inh	Fibroblast inh	Mac1 fbg enh	H69AR growth 86K	Smad3 inh	ERb SRC1 inh	HUVEC prolif 384	MT1-MMP txn act	ERa SRC1 pot
CC(C)(C)c1ccc(NC(=O)CC2(C(F)(F)F)OCCO2)cc1	7	108	5	95	-9	10	102	1.5	88
Nc1nc(N)c2sc3nc(C(F)(F)F)cc(C(F)(F)F)c3c2n1	-2	85	nt	56	-10	8	61	1	85
